TR SRC2 fluor cs: alters Texas Red total fluorescence, flagging assay interference; TRb/SRC2 Texas Red total fluorescence interference; Potency, µM (series often up to 106 µM), for inactives: at the top dose fluorescence change, negative = quenching; hit rate 0.29% among 280,000; active = well fitted curve in either direction with a large enough effect; inconclusive = small, poorly fitted or top-dose-only effect; also: % is scaled to controls: 0 for no effect and ±100 for the full control effect
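Human TRβ ligand-binding domain (0.6 uM) and Texas Red SRC2 peptide (20 nM) in Tris buffer with 1 uM T3 and 5% DMSO were incubated with pinned compound for 5 hr at ambient temperature. Total fluorescence was computed as S + 2P (555/632 nm).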
TRb-SRC2 inh: inhibitors of human thyroid hormone receptor beta-SRC2 interaction | P10828 | TRbeta-SRC2 peptide binding, fluorescence polarization; receptor liganded with 1 µM T3 | Potency, µM (top dose mostly 106 µM), inactives show top-dose activity change, negative = inhibition, hits mostly inhibitors | hit rate 0.065% among 280,000 | AID 1469;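 also: plate controls were bound peptide for no effect and peptide without receptor for full effect; nearly all actives have a fitted effect of over 50% in size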
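Human TRb ligand-binding domain (0.6 uM) is mixed with 20 nM Texas Red SRC2 peptide and 1 uM T3; after compound addition and 5 hr at ambient temperature, polarization is measured and normalized to unbound and bound controls.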
SMN2 splice up: enhancers of SMN2 splice variant expression | HEK293 SMN2-luciferase splicing reporter, luminescence, 30-36 h | Potency, µM (doses to about 46.1 µM), inactives show at the top dose activity change, positive = activation, most hits filed as activators | hit rate 2.8% among 210,000 | AID 1458; also: % of control where 0% means no effect; nearly all actives have a fitted effect of over 55% in size
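qHTS luciferase splicing reporter: luminescence rises when SMN2 exon 7 is included in transfected HEK293 cells. Compound exposure lasted 30-36 h at 37C, with 4.5 mM final sodium butyrate as control, followed by a ONE-Glo read.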
GoLoco inh red: blocks human Gai1 binding to RGS12 GoLoco peptide, red readout. P63096. Gai1:RGS12 GoLoco peptide FP, rhodamine, 10 min. Potency, µM (doses to about 61.6 µM), for the others: at the highest dose activity, negative = inhibition, usual class: inhibitors. hit rate 0.44% among 230,000; active = well fitted inhibition curve with a large enough effect, not every such curve was filed as active; inactive = no such curve, though single readings can be large or run the other way; also: % is scaled to controls: 0 for no effect and ±100 for the full control effect; nearly all actives have a fitted effect of over 30% in size; many of its hits are not listed in these tables
RECQ1 helicase: RECQ1 (human) helicase inhibition. Potency, µM (top dose mostly 57.3 µM), for inactives: at the top dose activity, negative = inhibition, most hits filed as inhibitors. RECQ1 DNA unwinding, red fluorescence kinetic read. P46063. hit rate 0.54% among 240,000;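 also: plate controls were vehicle for no effect and no enzyme for full effect; nearly all actives have a fitted effect of over 30% in size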
Target sequence (P46063 whole entry, looked up): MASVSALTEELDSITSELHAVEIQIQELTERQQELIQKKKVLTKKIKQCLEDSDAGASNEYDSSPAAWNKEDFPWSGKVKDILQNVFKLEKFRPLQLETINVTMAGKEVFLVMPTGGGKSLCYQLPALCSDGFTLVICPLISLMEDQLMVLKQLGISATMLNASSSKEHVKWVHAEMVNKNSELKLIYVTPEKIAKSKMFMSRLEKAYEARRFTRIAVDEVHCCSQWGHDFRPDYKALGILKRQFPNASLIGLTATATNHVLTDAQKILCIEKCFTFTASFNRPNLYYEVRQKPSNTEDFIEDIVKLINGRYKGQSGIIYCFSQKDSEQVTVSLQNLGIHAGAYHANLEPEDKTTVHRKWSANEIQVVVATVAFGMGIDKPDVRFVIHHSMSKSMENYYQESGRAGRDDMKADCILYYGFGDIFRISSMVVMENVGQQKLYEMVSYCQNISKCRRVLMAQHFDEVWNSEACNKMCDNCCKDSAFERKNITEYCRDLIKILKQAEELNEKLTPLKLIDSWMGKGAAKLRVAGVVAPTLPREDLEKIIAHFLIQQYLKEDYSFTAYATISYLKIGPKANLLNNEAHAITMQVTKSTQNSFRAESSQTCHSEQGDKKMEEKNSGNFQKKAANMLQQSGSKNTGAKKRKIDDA
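RECQ1T1 50 nM; forked duplex (20 bp + 30-nt ss tails) 200 nM, ATP 2 mM final; pH 8.0, 2 mM MgCl2, 2.5 ug/ml poly(dI-dC); 15 min compound preincubation; discontinuous kinetic read over 2 h at RT.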
ALDH1A1 inh: ALDH1A1 (human) enzyme inhibition; Purified ALDH1A1, NADH fluorescence, propionaldehyde substrate; hit rate 7.3% among 220,000; P00352; Potency, µM (titrated, usually from 75.3 µM), for the others: at the highest dose activity, negative = inhibition, most hits filed as inhibitors; active = well fitted inhibition curve with a large enough effect, not every such curve was filed as active; inconclusive = small, poorly fitted or top-dose-only effect, or another doubt; inactive = no such curve, though single readings can be large or run the other way;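 also: plate controls were no enzyme wells and a reference inhibitor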
JMJD2E inh: blocks human JMJD2E demethylase activity. B2RXH2. JMJD2E catalytic domain, FDH-coupled NADH fluorescence (FDH is formaldehyde dehydrogenase). Potency, µM (titrated, usually from 57.1 µM), inactives show at the highest dose activity change, negative = inhibition, hits mostly inhibitors. hit rate 1.6% among 230,000; active = well fitted inhibition curve with a large enough effect, not every such curve was filed as active; inconclusive = small, poorly fitted or top-dose-only effect, or another doubt; inactive = no such curve, though single readings can be large or run the other way;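 also: 0% = wells with enzyme and -100% = buffer wells without enzyme; nearly all actives have a fitted effect of over 50% in size; many of its hits are not listed in these tables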
Target sequence (B2RXH2 1-337 limits assumed): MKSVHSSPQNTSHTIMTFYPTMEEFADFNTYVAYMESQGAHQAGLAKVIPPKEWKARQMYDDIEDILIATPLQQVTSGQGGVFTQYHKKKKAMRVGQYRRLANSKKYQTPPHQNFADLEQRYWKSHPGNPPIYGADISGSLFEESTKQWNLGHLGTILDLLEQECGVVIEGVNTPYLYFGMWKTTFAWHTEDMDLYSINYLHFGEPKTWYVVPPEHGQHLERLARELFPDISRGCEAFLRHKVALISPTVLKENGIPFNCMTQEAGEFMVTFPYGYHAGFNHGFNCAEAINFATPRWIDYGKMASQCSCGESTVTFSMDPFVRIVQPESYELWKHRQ
Lamin A splicing: modulators of lamin A splicing; HeLa LMNA splicing GFP/RFP minigene ratio, 48 h; Potency, µM (titrated, usually from 46.1 µM), for the others: top-dose ratio change, negative = inhibition, usual class: inhibitors; hit rate 0.01% among 200,000; AID 1487; active = well fitted inhibition curve with a large enough effect in the signal ratio, with a control signal flat, not every such curve was filed as active; inconclusive = small, poorly fitted or top-dose-only effect, or effect the other way, or a change in a side signal; the % refers to the signal ratio; also: % is scaled to controls: 0 for no effect and ±100 for the full control effect
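Read-out is the ratio of GFP to DsRed2 object intensity, acquired by 488 nm laser-scanning cytometry on HeLa lamin A-EGFP minigene reporter cells. Compound incubation 48 hrs at 37 °C in Opti-MEM with 2% FBS; DMSO 0.5% final.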
The depositor's hits bear a star; i = inactive; ? = inconclusive; nt = not tested or not shown; & = joins results of further samples; [ ] = dose if it differs, or a comment. Unless noted, calls follow the shape of the dose curve; as a rule, active = well fitted curve in the direction sought with a large enough effect; inconclusive = small, poorly fitted or top-dose-only effect, or another doubt; inactive = no such curve, though single readings can be large; an effect the other way counts as inactive or inconclusive. Potency is read from the fitted curve at half-maximal effect. The list is partial. The share of hits here may be higher or lower than overall.

# | SMILES | TR SRC2 fluor cs | TRb-SRC2 inh | SMN2 splice up | GoLoco inh red
1 | CC(=O)c1c(N2CCN(C)CC2)[nH]c(-c2ccccc2)nc1=S | 4% | -6% | -2% | 10%
2 | Cc1nnc(N2CCCCC2)c2ccccc12 | -2% | -8% | ? | 9%
3 | Cc1ccc(S(=O)(=O)N2CCOCC2)cc1NC(=O)CSc1n[nH]c(N)n1 | 2% | -4% | 3% | -8%
4 | CC(NC(=O)c1cc(=O)[nH]c2ccccc12)c1ccccc1 (configuration not stated) | -2% | 2% | 5% | 7%
5 | O=C(O)c1ccc(CN2CCOCC2)o1 | 1% | -7% | nt | 9%
6 | COc1cccc(CN2CCNC(=O)C2CC(=O)N(Cc2cnn(C)c2)C(C)C)c1 (configuration not stated) | 1% | 1% | nt | 13%
7 | CCOc1ccc(C(=O)C(CCC(CN(C)C)C(=O)c2ccc(OCC)cc2)CN(C)C)cc1 (configuration not stated) | 1% | -12% | -107%[inhibitor] | -1%
8 | O=C(NCC1CCCO1)c1ccc(CS(=O)(=O)c2c(Cl)cccc2Cl)o1 (configuration not stated) | 0% | 4% | 6% | -2%
9 | COc1ccc(CCNC(=O)C/C(C)=N/NC(=O)C(c2ccccc2)c2ccccc2)cc1OC | 1% | -7% | nt | 9%
10 | COc1cccc(OCC(O)CN2C(C)CCCC2C)c1 (configuration not stated) | 0% | -5% | -12% | 1%
11 | COc1cc2c(cc1OC)C(c1cc3cc(OC)c(OC)cc3[nH]c1=O)N(C(=O)C1CC1)CC2 (configuration not stated) | 3% | 1% | -3% | -1%
12 | COc1cc(/C=N/NC(=O)C(C)Nc2n[nH]c(=O)[nH]c2=O)ccc1O (configuration not stated) | -1% | -10% | 25% | -4%
13 | COC(=O)c1ccccc1N=Nc1c(N)n[nH]c1N | 0% | -4% | nt | 10%
14 | CCNc1nc(NCc2ccccc2)nc(SCC(N)=O)n1 | 1% | 4% | -7% | -8%
15 | COCCNc1nc(-c2c(C)noc2C)nc2ccccc12 | nt | nt | nt | 5%

# | RECQ1 helicase | ALDH1A1 inh | JMJD2E inh | Lamin A splicing
1 | -7% | ? | -5% | -2%
2 | -4% | 5% | 12% | 5%
3 | i | 0% | -4% | 10%[46 µM]
4 | i | 0% | ? | -9%[46 µM]
5 | -7% | 4% | 9% | ?
6 | -6% | -1% | -3% | -1%[46 µM]
7 | -2% | -9% | -2% | ?
8 | -7% | 1% | 1% | -6%
9 | 8% | nt | 6% | nt
10 | i | 9% | 6% | -7%
11 | -3% | ? | ? | 6%
12 | -3% | -5% | ? | -17%
13 | i | ? | -25% | nt
14 | -7% | 0% | -5% | 6%[46 µM]
15 | i | 6% | nt | ?

Entries of single compounds, looked up by structure. Order of screens: TR SRC2 fluor cs	TRb-SRC2 inh	SMN2 splice up	GoLoco inh red	RECQ1 helicase	ALDH1A1 inh	JMJD2E inh	Lamin A splicing
`COc1cc(/C=N/NC(=O)C(C)Nc2n[nH]c(=O)[nH]c2=O)ccc1O` (configuration not stated) is listed as -1%	-10%	25%	-4%	-3%	-5%	?	-17%
`O=C(NCC1CCCO1)c1ccc(CS(=O)(=O)c2c(Cl)cccc2Cl)o1` (configuration not stated) is listed as 0%	4%	6%	-2%	-7%	1%	1%	-6%

New compounds follow.
# | SMILES | TR SRC2 fluor cs | TRb-SRC2 inh | SMN2 splice up | GoLoco inh red
16 | CC(=O)OCC(=O)[C@@]12OC3(CCCC3)O[C@@H]1C[C@H]1[C@@H]3CCC4=CC(=O)C=C[C@]4(C)[C@@]3(F)[C@@H](O)C[C@@]12C | -1% | 3% | -9% | 8%
17 | CCOC(=O)CC(=O)NC(CC(=O)OC)c1ccc(C(C)C)cc1 (configuration not stated) | -5% | 0% | 13% | -2%
18 | O=Nc1c(O)n(Cc2ccc(Cl)cc2)c2ccccc12 | -8% | 5% | -7% | -16%
19 | COc1ccc(-c2cn3cc(C)ccc3n2)cc1F | -2% | 0% | 0.56µM* | 22%
20 | COc1ccc(/C=C(/C(=O)c2cccs2)N2C=CC=CC2=C(C#N)C#N)cc1 | 0% | -4% | nt | nt
21 | COc1ccc(C(C(=O)NC2CCCC2)N(C(=O)c2snc(-c3ccc(F)cc3)c2N)c2cccc(F)c2)cc1 (configuration not stated) | 0% | 7% | 9% | 5%
22 | Cc1ccc(-c2nc(CN(Cc3c(C)nn(C)c3C)C(C)C)c(C)o2)o1 | -1% | -2% | nt | 11%
23 | C=CCOc1nc2c(c(=O)n(Cc3ccc(Cl)cc3)c(=O)n2C)n1C | -2% | -11% | nt | nt
24 | CCN1CCN(C(c2cccs2)C(C)NC(=S)Nc2cccc(C)c2C)CC1 (configuration not stated) | -2% | 10% | nt | 6%
25 | COc1ccc(-c2csc(NC(=O)c3ccccc3NS(=O)(=O)c3ccc(F)c(F)c3)n2)cc1 | -19% | 11% | -61%[inhibitor] | 2%
26 | O=C(Nc1cccc(-c2cn3cccnc3n2)c1)c1cccs1 | 4% | 1% | 13% | 28%
27 | C=CCN=C1CC(C)(C)CC(=O)/C1=C(\O)CCCN1C(=O)c2ccccc2C1=O | -1% | -5% | -13% | -3%
28 | Cc1ccc(S(=O)(=O)NCCC(=O)OCn2nnc3ccccc3c2=O)cc1 | -4% | -1% | 1% | 0%
29 | CCn1c2ccccc2c2cc(NC(=O)C3CCN(S(=O)(=O)c4cccs4)CC3)ccc21 | 2% | -15% | -10% | -8%
30 | CCN(CC)c1nc(-c2ccc(Cl)cc2)cc(C(F)(F)F)c1C#N | -7% | 1% | nt | nt

# | RECQ1 helicase | ALDH1A1 inh | JMJD2E inh | Lamin A splicing
16 | -23% | 4% | -10% | -5%
17 | -2% | -13% | 4% | -2%[9.22 µM]
18 | -13% | 26% | -2% | -23%
19 | -13% | ? | ? | ?
20 | -10% | ? | -21% | ?
21 | -2% | 2% | 9% | -8%
22 | i | ? | ? | -12%[46 µM]
23 | -3% | 0% | 8% | -1%
24 | -8% | nt | 3% | nt
25 | -12% | ? | ? | 32%[46 µM]
26 | -2% | ? | ? | -7%
27 | -3% | -2% | -5% | nt
28 | i | 28µM* | 3% | 12%
29 | -1% | -14% | -16% | -3%
30 | -5% | -12% | -3% | -6%

Next compounds.
# | SMILES | TR SRC2 fluor cs | TRb-SRC2 inh | SMN2 splice up | GoLoco inh red
31 | Cc1c(Nc2nc3ccccc3nc2N2CCN(c3ccccc3)CC2)c(=O)n(-c2ccccc2)n1C | -7% | -7% | 1% | -15%
32 | CCOC(=O)C1(CCOC)CCN(Cc2ccc3nonc3c2)CC1 | -1% | 10% | nt | 2%
33 | COc1ccccc1-c1noc(-c2ccco2)n1 | -2% | -15% | 13µM* | 8%
34 | COC(=O)[C@H](Cc1ccccc1)NC(=O)NCCc1ccc(F)cc1 | -1% | 5% | nt | 4%
35 | O=C(NCc1ccc2c(c1)OCO2)c1ccc2c(c1)C(=O)N(CC1CCCO1)C2=O (configuration not stated) | -8% | 0% | 17% | -4%
36 | CCC(C)(C)n1nnnc1C(c1ccc(N(C)C)cc1)N1CCN(C2CCCCC2)CC1 (configuration not stated) | 0% | 7% | 1% | -10%
37 | CN(C)S(=O)(=O)c1ccc(C(=O)Nc2nnc(SCc3ccccc3)s2)cc1 | 0% | 5% | 8% | 3%
38 | O=C(COC(=O)CNC(=O)c1cccc([N+](=O)[O-])c1)NCc1ccco1 | -2% | 2% | 16% | 8%
39 | CC(C)N=C(NC#N)SCc1ccccc1 | -1% | -15% | -15% | 12%
40 | Cc1ccc(S(=O)(=O)N2CCC(C(=O)N[C@@H](C)C(=O)NC3CCCCC3)CC2)cc1 | -8% | 0% | -15% | 5%
41 | COC(=O)[C@H](NC(=O)c1cc(-c2ccccc2)nc2ccccc12)c1ccccc1 | -2%&-4% | 1%&-2% | -11% | -7%&-3%
42 | Nc1nc(N)c2c(n1)CCCC2 | -2% | 0% | nt | -13%
43 | COc1ccccc1CN1CC[C@@]2(CCCN(C(=O)c3cnccn3)C2)C1 | nt | nt | 5% | 16%
44 | COc1ccc(C)cc1NC(=O)C1CCC(CNc2c(N3CCOCC3)c(=O)c2=O)CC1 (configuration not stated) | 2% | -6% | 8% | -1%
45 | N#Cc1ccccc1Oc1ccccc1C=O | -3% | 3% | -10% | 14%

# | RECQ1 helicase | ALDH1A1 inh | JMJD2E inh | Lamin A splicing
31 | 21% | 2% | -21% | -3%
32 | -7% | nt | 5% | nt
33 | 1% | -6% | 3% | 9%
34 | -5% | nt | -2% | nt
35 | -10% | 1.6µM* | -1% | -5%
36 | -1% | -15% | 0% | 4%
37 | 0% | -11% | -2% | -10%
38 | -1% | 10% | -2% | nt
39 | -8% | -2% | 1% | 2%
40 | i | 6% | 2% | -1%
41 | 0% | ? | ? | -30%
42 | -7% | nt | 8% | nt
43 | -7% | 2% | nt | nt
44 | -3% | 4% | -13% | -12%
45 | i | -10% | 1% | nt

5 entries from above, tab-delimited:
item	Compound	TR SRC2 fluor cs	TRb-SRC2 inh	SMN2 splice up	GoLoco inh red	RECQ1 helicase	ALDH1A1 inh	JMJD2E inh	Lamin A splicing
40	Cc1ccc(S(=O)(=O)N2CCC(C(=O)N[C@@H](C)C(=O)NC3CCCCC3)CC2)cc1	-8%	0%	-15%	5%	i	6%	2%	-1%
41	COC(=O)[C@H](NC(=O)c1cc(-c2ccccc2)nc2ccccc12)c1ccccc1	-2%&-4%	1%&-2%	-11%	-7%&-3%	0%	?	?	-30%
42	Nc1nc(N)c2c(n1)CCCC2	-2%	0%	nt	-13%	-7%	nt	8%	nt
43	COc1ccccc1CN1CC[C@@]2(CCCN(C(=O)c3cnccn3)C2)C1	nt	nt	5%	16%	-7%	2%	nt	nt
44	COc1ccc(C)cc1NC(=O)C1CCC(CNc2c(N3CCOCC3)c(=O)c2=O)CC1 (configuration not stated)	2%	-6%	8%	-1%	-3%	4%	-13%	-12%

Screens: PubChem BioAssay, National Center for Advancing Translational Sciences (NCATS)
